mHTT CaM bind – disrupts binding of mutant huntingtin to calmodulin; AlphaScreen His-mHTT/GST-CaM binding, luminescence; P42858; inhibition, % at 15 µM; actives 3.6% (n = 190,000);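 also: 0% = both proteins with DMSO and 100% = one protein alone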
Target sequence (P42858 whole entry, looked up, stated change not applied): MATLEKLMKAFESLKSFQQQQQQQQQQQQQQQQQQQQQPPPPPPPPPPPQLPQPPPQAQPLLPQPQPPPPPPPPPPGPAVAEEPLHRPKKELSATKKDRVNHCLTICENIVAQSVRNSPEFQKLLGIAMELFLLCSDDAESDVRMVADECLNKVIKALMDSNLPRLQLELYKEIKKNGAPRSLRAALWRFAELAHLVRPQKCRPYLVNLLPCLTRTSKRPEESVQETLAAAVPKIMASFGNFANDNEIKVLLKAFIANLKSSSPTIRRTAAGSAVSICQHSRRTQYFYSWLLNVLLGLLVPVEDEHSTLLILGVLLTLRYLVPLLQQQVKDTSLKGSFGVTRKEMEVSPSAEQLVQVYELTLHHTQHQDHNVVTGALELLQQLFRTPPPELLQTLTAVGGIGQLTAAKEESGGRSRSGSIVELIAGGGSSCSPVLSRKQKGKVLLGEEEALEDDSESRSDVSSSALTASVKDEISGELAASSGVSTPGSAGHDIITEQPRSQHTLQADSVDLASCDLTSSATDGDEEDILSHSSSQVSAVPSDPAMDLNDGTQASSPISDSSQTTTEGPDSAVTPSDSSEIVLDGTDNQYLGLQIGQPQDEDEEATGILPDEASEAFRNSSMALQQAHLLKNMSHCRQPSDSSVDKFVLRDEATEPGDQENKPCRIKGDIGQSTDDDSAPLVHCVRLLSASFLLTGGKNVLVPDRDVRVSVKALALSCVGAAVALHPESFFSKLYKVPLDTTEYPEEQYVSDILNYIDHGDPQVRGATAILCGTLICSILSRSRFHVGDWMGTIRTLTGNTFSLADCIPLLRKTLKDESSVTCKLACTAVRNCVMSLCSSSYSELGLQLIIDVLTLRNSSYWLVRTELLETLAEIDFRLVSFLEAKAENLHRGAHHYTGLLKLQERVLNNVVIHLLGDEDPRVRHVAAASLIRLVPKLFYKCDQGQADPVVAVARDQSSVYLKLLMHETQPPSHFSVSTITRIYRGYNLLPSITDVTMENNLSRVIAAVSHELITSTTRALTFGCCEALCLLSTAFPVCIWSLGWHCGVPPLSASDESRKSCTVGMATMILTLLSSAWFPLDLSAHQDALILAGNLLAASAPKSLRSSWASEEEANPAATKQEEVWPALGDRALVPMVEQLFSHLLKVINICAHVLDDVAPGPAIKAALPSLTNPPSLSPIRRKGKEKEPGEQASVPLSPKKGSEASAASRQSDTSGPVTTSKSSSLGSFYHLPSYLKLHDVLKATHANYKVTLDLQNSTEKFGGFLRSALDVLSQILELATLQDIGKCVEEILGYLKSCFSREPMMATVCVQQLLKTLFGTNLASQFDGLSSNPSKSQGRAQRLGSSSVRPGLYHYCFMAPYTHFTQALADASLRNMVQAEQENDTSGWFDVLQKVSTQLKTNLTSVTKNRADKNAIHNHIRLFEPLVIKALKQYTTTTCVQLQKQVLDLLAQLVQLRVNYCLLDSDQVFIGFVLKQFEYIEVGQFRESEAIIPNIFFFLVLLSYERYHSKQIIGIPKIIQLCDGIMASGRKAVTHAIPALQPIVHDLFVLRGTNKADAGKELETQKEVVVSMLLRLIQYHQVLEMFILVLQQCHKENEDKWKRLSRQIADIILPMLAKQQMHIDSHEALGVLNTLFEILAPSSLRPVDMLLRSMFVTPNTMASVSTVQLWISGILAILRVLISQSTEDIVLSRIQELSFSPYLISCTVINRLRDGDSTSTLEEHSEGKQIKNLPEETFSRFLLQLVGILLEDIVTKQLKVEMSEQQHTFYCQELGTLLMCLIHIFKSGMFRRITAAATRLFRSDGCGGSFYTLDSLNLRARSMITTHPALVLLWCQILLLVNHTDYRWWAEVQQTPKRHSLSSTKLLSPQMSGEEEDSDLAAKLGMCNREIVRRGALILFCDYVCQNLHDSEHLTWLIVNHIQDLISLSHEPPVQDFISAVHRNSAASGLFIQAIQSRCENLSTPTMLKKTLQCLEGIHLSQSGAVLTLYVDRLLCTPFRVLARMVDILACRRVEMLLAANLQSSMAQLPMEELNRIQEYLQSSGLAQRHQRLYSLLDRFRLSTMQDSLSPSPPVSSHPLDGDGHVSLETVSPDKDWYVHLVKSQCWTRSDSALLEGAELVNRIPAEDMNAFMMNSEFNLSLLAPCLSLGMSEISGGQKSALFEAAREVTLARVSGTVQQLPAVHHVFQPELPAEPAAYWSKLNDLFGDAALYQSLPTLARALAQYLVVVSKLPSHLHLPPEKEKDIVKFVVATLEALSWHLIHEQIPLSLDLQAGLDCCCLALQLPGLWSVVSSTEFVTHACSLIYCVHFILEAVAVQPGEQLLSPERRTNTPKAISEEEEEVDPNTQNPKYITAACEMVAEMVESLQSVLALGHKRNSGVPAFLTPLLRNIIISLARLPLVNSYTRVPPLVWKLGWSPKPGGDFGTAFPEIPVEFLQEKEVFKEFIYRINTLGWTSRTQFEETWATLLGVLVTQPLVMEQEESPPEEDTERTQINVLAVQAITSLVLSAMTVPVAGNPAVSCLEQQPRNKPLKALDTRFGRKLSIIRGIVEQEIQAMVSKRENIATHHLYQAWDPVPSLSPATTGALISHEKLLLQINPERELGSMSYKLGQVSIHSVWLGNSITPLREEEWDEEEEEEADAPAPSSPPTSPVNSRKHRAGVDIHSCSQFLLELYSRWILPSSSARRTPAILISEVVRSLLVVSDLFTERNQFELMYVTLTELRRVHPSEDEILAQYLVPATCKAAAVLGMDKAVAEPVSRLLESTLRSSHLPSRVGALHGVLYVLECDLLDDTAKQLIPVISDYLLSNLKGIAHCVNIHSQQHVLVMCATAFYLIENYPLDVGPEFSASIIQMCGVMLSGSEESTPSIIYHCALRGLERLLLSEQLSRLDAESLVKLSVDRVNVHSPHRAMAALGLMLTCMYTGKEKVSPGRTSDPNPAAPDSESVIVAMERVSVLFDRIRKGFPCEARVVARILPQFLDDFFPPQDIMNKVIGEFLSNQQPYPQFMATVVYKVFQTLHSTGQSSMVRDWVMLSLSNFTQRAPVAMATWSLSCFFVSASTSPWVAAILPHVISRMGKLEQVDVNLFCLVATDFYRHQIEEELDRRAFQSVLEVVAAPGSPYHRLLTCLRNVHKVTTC
Pf apPOL block – Pf-apPOL DNA polymerase inhibition; Recombinant Pf-apPOL, molecular beacon fluorescence, 1.5 h; inhibition, % at 10 µM; actives 0.25% (n = 210,000); AID 1794808
* hit, by the source's call; i = inactive; nt = no result given; & = joins results of further samples. Rule as the data show it: active = inhibition above about 50%; inactive = the rest.

SMILES	mHTT CaM bind	Pf apPOL block
CC(CNC(=O)C1CC1)OC12CC3CC(CC(C3)C1)C2 (stereo not given)	-7	nt
O=C(Nc1nnc(C2CC(=O)N(c3ccc(F)cc3)C2)o1)c1cccc(Cl)c1 (stereo not given)	35	2
Cc1cccc(CN2CCCn3nc(C(=O)NCCc4cnc[nH]4)cc3C2=O)c1	-7	-4
CCOc1ccc(C(=O)N2CCc3nc(CNC(=O)CC)n(C)c3C2)cc1	9	5
Cc1ccc(C2NC(=O)c3c(sc4c3CCN(C)C4)N2)c(O)c1 (stereo not given)	7	-4
COc1ccc2sc(N(Cc3ccccn3)C(=O)c3ccco3)nc2c1	4	3
Cc1cccc(OCC(=O)N2CCC3(CC2)NC(=O)N(Cc2ccccc2)C3=O)c1	9	-6
O=C(Cn1c(=O)oc2ccccc21)NCc1cccnc1	-1	2
O=C(OCc1cn([C@H]2CN(CC3CCCCC3)[C@@H](c3ccc(Cl)cc3)C[C@@H]2O)nn1)c1ccccc1	29	-4
COc1cccc(C=CC(=O)c2ccco2)c1	7	-6
CCC1(C)CC(CCN(Cc2ccccc2)C(C)=O)(c2ccc(OC)cc2)CCO1 (stereo not given)	18	1
N#CC1=CN(c2cccc(C(F)(F)F)c2)c2cc(Cl)ccc2S1(=O)=O	-8	-5
NCCCCCCNC(CC(=O)Nc1ccccc1Cl)C(=O)O (stereo not given)	-2	-3
CCCCOC(=O)C1=CN(C)S(=O)(=O)N=C1C	-28	4
COc1ccccc1-c1coc2cc(OC(=O)c3ccc4c(c3)OCO4)ccc2c1=O	0	-6
Cc1ccc(S(=O)(=O)c2nc(-c3ccco3)oc2SCC(N)=O)cc1	11	-3
COc1ccc(C(=O)Oc2ccc3c4c(c(=O)oc3c2)CCCC4)cc1	2	6
CC(=O)C(C)(C)OC(=O)NCCc1ccccn1	nt	-1
CCc1ccccc1NC(=O)Cn1cccc1-c1nnc(C)o1	-9	1
O=C(NCC(O)C1CCCCC1)NC(c1ccccc1)c1ccccc1 (stereo not given)	-17	-6
Cc1[nH]nc(NCCc2ccccc2)c1[N+](=O)[O-]	-1	-3
O=c1[nH]c(=S)c2c(n1C1CCCCC1)CCC2	3	3
Cc1ccc(NC(=O)N2CCCC(CNC(=O)C(C)C)C2)c(C)c1 (stereo not given)	-3	2
CCC(=O)Nc1cc2nn(-c3ccc(OC)c(Cl)c3)nc2cc1C	4	-7
C[C@@H]1CCCN1c1cccc2c1S(=O)(=O)N(C1CC1)CCCO2	9	0
Cc1ccc(NC(=O)c2cc(S(=O)(=O)NC3CCCCCC3)ccc2F)cc1F	-3	-3
N#Cc1ccc(-n2cnc(C(=O)Nc3cccc(C(F)(F)F)c3)c2)cc1	-9	-2
O=S1(=O)CC(N2CCC(c3ccccc3)CC2)CN1Cc1ccccc1 (stereo not given)	10	-8
COC(=O)C(C)Oc1ccc2c(c1)OC(=Cc1cc(Br)cc3c1OCOC3)C2=O (stereo not given)	11	-5
CN(Cc1c(F)cccc1Cl)C(=O)CSc1nnc(Cn2ccc(=O)[nH]c2=O)o1	-8	1
C[N+](C)(Cc1ccccc1)Cc1ccccc1	-10	nt
O=C(NC(c1ccccc1)c1ccccc1)N1CC(c2nc(Cc3cccs3)no2)C1	-8	-8
Cc1ncc(CO)c2cc(C(=O)Nc3ccc(F)cc3F)c(=Nc3ccc(Cl)cc3)oc12	0	1
Cc1ccc(C2C(C#N)=C(N)Oc3nc(-c4ccccc4)[nH]c32)o1 (stereo not given)	19	-5
CC(C(=O)NCCN(C)C)C1CCN(S(=O)(=O)c2ccc(Cl)s2)CC1 (stereo not given)	0	1
NC(=O)c1c(NC(=O)c2ccc(Cl)c(Cl)c2)sc2c1CCCC2	-4	-9
O=C(NN1C(=O)c2ccc([N+](=O)[O-])cc2C1=O)c1cccnc1	-5	-7
CN1C(=O)C(O)(CC(=O)c2cccc([N+](=O)[O-])c2)c2ccccc21 (stereo not given)	-3	-8
CN(C)c1ccc(Sc2nnc(NC(=O)Nc3ccccc3F)s2)cc1	9	-15
O=C(O)Cn1c(O)c(C2=c3cc(Br)ccc3=NC2=O)sc1=O	22	-3
CCC(=O)NC(c1ccccc1OC)c1cc([N+](=O)[O-])c2cccnc2c1O (stereo not given)	100*	-4
O=C(Nc1cc(Cl)cc(Cl)c1)c1cc(S(=O)(=O)NCc2ccccc2)ccc1F	10	-7
Cc1cccc(NC(=O)C2CCN(S(=O)(=O)c3c(C)n[nH]c3C)CC2)c1C	-4	-6
Cc1cccc(C2=N/C(=C\c3sccc3C)C(=O)O2)c1	10	3
Cc1cc(C2CCCN2C(=O)Nc2ccccc2)no1 (stereo not given)	-5	-1
Cn1nccc1C(=O)Nc1nc2c(s1)Cc1ccccc1-2	2	-3
O=C(Oc1ccccc1N1CCCCC1)C1CCN(c2nccc(C(F)(F)F)n2)CC1	nt	-4
COc1ccc(Cl)cc1NC(=O)Cc1cn(C)c2ccccc12	22	1
Cn1ccc(C(=O)N2CCCC2c2ccccc2Cl)n1 (stereo not given)	-3	0
O=C(NCCc1ccsc1)C1(c2ccc(F)cc2)CC1	-13	4
COc1ccc(-n2nc(C(=O)N3CCCCC3C)c3ccccc3c2=O)c(OC)c1 (stereo not given)	-5	3
O=C(Cn1[nH]c2c(cnc3ccc(Cl)cc32)c1=O)Nc1ccccc1F	48	-2
Nc1cccc(F)c1CNCC(O)COc1ccc(Cl)c(Cl)c1 (stereo not given)	nt	1
O=C(NCc1ccc2c(c1)OCO2)c1ccccc1I	1	-5
O=[N+]([O-])c1ccccc1S(=O)(=O)Nc1ccccc1Br	4	-5
Cc1ccccc1NC(=O)C(C)N1C(=O)CCCc2ccccc21 (stereo not given)	-5	-2
Cc1ccc(CSc2nc(CC(=O)N3CCC(C(N)=O)CC3)cs2)cc1	-1	-12
O=C(NCCSc1ncc(-c2ccccc2)[nH]1)Nc1cccs1	29	-8
O=C(NC1CCCCC1)C1c2cccn2CC(=O)N1Cc1ccc(Cl)cc1 (stereo not given)	-6	3
Cc1ccc(CNC(=O)c2cn(C3CCCC3)c(=O)c3c2c2ccccc2n3C)cc1	2	3
Continuation.
SMILES	mHTT CaM bind	Pf apPOL block
Cc1ccc(CNC(=O)c2oc3ccc(S(=O)(=O)N4CCOCC4)cc3c2C)cc1	14	10
C[C@@H]1CC=C[C@H]2[C@H]1C(=O)N(Cc1ccccc1)[C@H]2c1ccoc1	15	1
Nc1nonc1C(=NO)N1CCOCC1	nt	-1
O=C(NCCc1ccccc1)C1CCN(CC2CCCCC2)CC1	-5	13
Cc1ccc(NC(=O)C23CCC(C2)C(C)(C)C3=O)c(C)c1 (stereo not given)	-2&-2	-5&1
C#CCn1cc(/C=C2/SC(=O)N(C)C2=O)c2ccccc21	10	0
Cc1ccc2nc(C(=O)NCc3ccccc3)cn2c1	-6	-2
CCC(CC)C(=O)N1CCc2c(c(C(=O)NCc3ccc(Cl)cc3)nn2C)C1	71*	-2
Cc1oc(=O)c2ccccc2c1C(=O)O	-5	3
Cc1ccc(CN2C(=O)NC3(CCN(C(=O)c4ccc[nH]4)CC3)C2=O)cc1	8	-3
Cc1cccc2nnc(N3CCC(C(=O)Nc4cccc(F)c4)CC3)n12	1	-1
Cc1cccc(-n2nc3c(c2NC(=O)c2cccc(Br)c2)CS(=O)(=O)C3)c1C	17	13
CC(C)CNC(=O)C=CC(=O)O	2	-4
CCC(C)NC(=O)C1CCN(c2cncnc2N2CCCC2)CC1 (stereo not given)	-1	-10
COc1ccc(-c2nc3scc(CCNC(=O)c4ccco4)n3n2)cc1OC	0	13
Cc1sc(C=O)cc1COc1ccc(F)cc1Cl	-8	-1
Cn1c(=O)n(Cc2ccccc2Cl)c2ccccc21	3	-2
Cc1ccc(C(=O)N2CCc3c(c(-c4nc(-c5ccc(F)cc5)no4)nn3C)C2)cc1	-6	-8
O=C(Nc1nc2ccccc2s1)c1ccc(S(=O)(=O)N2CCOCC2)cc1	-6	3
CC1(C(=O)NC2CCCCCCC2)Cc2ccccc2C(=O)N1CCCN1CCOCC1 (stereo not given)	1	0
O=C(CNc1ccccc1-c1nc2ccccc2[nH]c1=O)N1CCCC1	5	-7
COc1ccc(/C=c2\sc3nc(-c4cccnc4)nn3c2=O)cc1OC	11	-3
Cc1nc(-c2nnc(NC(=O)Cn3c(=O)oc4ccccc43)o2)cs1	98*	4
Cc1nnsc1C(=O)NCC1(O)CCCC1	-24	-3

17 of the compounds above, with two lines to a compound.
Every second line gives: mHTT CaM bind	Pf apPOL block
> Cc1ccc(NC(=O)C23CCC(C2)C(C)(C)C3=O)c(C)c1 (stereo not given)
    -2&-2	-5&1
> C#CCn1cc(/C=C2/SC(=O)N(C)C2=O)c2ccccc21
    10	0
> Cc1ccc2nc(C(=O)NCc3ccccc3)cn2c1
    -6	-2
> CCC(CC)C(=O)N1CCc2c(c(C(=O)NCc3ccc(Cl)cc3)nn2C)C1
    71*	-2
> Cc1oc(=O)c2ccccc2c1C(=O)O
    -5	3
> Cc1ccc(CN2C(=O)NC3(CCN(C(=O)c4ccc[nH]4)CC3)C2=O)cc1
    8	-3
> Cc1cccc2nnc(N3CCC(C(=O)Nc4cccc(F)c4)CC3)n12
    1	-1
> Cc1cccc(-n2nc3c(c2NC(=O)c2cccc(Br)c2)CS(=O)(=O)C3)c1C
    17	13
> CC(C)CNC(=O)C=CC(=O)O
    2	-4
> CCC(C)NC(=O)C1CCN(c2cncnc2N2CCCC2)CC1 (stereo not given)
    -1	-10
> COc1ccc(-c2nc3scc(CCNC(=O)c4ccco4)n3n2)cc1OC
    0	13
> Cc1sc(C=O)cc1COc1ccc(F)cc1Cl
    -8	-1
> Cn1c(=O)n(Cc2ccccc2Cl)c2ccccc21
    3	-2
> Cc1ccc(C(=O)N2CCc3c(c(-c4nc(-c5ccc(F)cc5)no4)nn3C)C2)cc1
    -6	-8
> O=C(Nc1nc2ccccc2s1)c1ccc(S(=O)(=O)N2CCOCC2)cc1
    -6	3
> CC1(C(=O)NC2CCCCCCC2)Cc2ccccc2C(=O)N1CCCN1CCOCC1 (stereo not given)
    1	0
> O=C(CNc1ccccc1-c1nc2ccccc2[nH]c1=O)N1CCCC1
    5	-7

Later entries.
SMILES	mHTT CaM bind	Pf apPOL block
O=C(NCc1ccco1)N1CC2CC1CC2NS(=O)(=O)c1ccccc1 (stereo not given)	3	0
CCCC1CC(CSc2nc3ccccc3[nH]2)OC1=O (stereo not given)	-5	-3
Cn1cc(CC(=O)N2CCOCC2)c2cccnc21	-10	3
CCCC1c2cccn2CCN1C(=O)Nc1ccccc1C(F)(F)F (stereo not given)	19	1
O=C(NCc1cc(-c2ccccc2)on1)c1nc2ccccc2s1	3	4
COc1cc(C2=NOC(C(=O)Nc3cccc(C(F)(F)F)c3)C2)cc(OC)c1OC (stereo not given)	38	-4
COc1cc(C(=O)N2CC(=O)Nc3ccc(F)cc3C2c2ccc(F)cc2)cc(OC)c1OC (stereo not given)	20	-8
O=C(c1ccc2c(c1)OCO2)N1CCC(CCOc2cccc(F)c2)CC1	18	2
O=S(=O)(c1ccccc1)N1CCCCC1c1nncn1CC1CC1 (stereo not given)	-1	-8
COc1ccc(C2CC(c3ccc(C)cc3)Nc3ncnn32)c(OC)c1OC (stereo not given)	24	-6
CCN(CC)CCNC(=O)c1c(C)oc2cc3c(C(=O)NCCN(CC)CC)c(C)oc3cc12	5	2
CC(C)c1ccc(OCC(=O)N2CCN(c3ccccc3)CC2)cc1	5	-4
CN(C)CCNc1cc(C(F)(F)F)c(C#N)c2nc3ccccc3n12	1	2
Cc1cn2c(=O)c(C(=O)O)cnc2s1	-12	-6
Cc1ccc(-n2nc3ccc(NC(=O)COc4ccccc4)cc3n2)cc1Cl	-3	-4
O=C(NCCN1CCOCC1)C1CCN(c2nccnc2Sc2ccccc2)CC1	-3	-2
CN1C(=O)Cc2ccccc2C1C(=O)NCC1CCCO1 (stereo not given)	-5	6
Cc1[nH]nc2c1C(c1cc([N+](=O)[O-])ccc1O)C(C#N)=C(N)O2 (stereo not given)	1	8
COCCCNC(=O)c1ccc(Cl)c(NC(=O)Nc2ccc(Cl)c(Cl)c2)c1	52*	-12
O=C(O)c1cc([N+](=O)[O-])c(NC(CSCc2cccc(F)c2)C(=O)O)c([N+](=O)[O-])c1 (stereo not given)	1	-3
O=C(CC1CCCC1)N1CCc2nc(-c3ccc(Cl)cc3)ncc2C1	1	-3
CCc1ccc(OCCNC(=O)OC)cc1	-7	3
CCSc1nccc2c1ccn2CC(=O)NCc1ccc(CC)cc1	-4	-4
CCOc1ccc(CN2CCc3nc(Nc4ccccc4)ncc3C2)cc1OC	-6	-2
CCOC(=O)c1ccccc1NC(=O)N1CC2CCCN2c2ccccc21 (stereo not given)	68*	-1
CN(/N=C/c1ccccc1F)C1=NS(=O)(=O)c2ccccc21	i	nt
CCCNC(=O)C1CCc2nc(N3CCCCC3)ncc2C1 (stereo not given)	-12	0
COc1ccc(C2C(=C(O)c3ccc(F)cc3)C(=O)C(=O)N2CCCN(C)C)cc1 (stereo not given)	-5	-1
CC(C)C(=O)Nc1ccc(I)cc1Cl	-10	-1
CCc1ccccc1N1C(=O)CCC1(C)C(=O)NCCC(C)C (stereo not given)	2	2
COc1cccc(CNC(=O)c2cnn3c(C)c(Cc4ccc(C)cc4)c(C)nc23)c1	28	-7
CCc1nn2c(C)c(C)c(C)nc2c1C	2	-9
COC(=O)Oc1ccc2c(=O)c(Oc3ccccc3Cl)coc2c1	69*	2&-1
CCn1c(C2CCN(C(=O)c3ccc4c(c3)OCO4)C2)nc2cccnc21 (stereo not given)	0	-4
c1ccc(CNCc2cnc[nH]2)cc1	94*	-8
COc1ccc(C2=NN(C(=O)c3ccco3)C(c3cc4ccc(OC)cc4nc3Cl)C2)cc1 (stereo not given)	3	-5
CSc1ccc(CNC(=O)c2nnn3c2COC(c2ccc(F)cc2)C3)cc1 (stereo not given)	2	-1
O=C(C1CCCCC1)N1CCN(c2ccccc2F)CC1	-9	-1

Rows are unselected. About 3.5% of those tested had a hit in this group.
